core dimer inh – blocks dimerization of HCV core protein; TR-FRET GST/Flag-core106 dimerization, 1536-well; inhibition, % at 5 µM; 300,000 compounds, 0.33% hits; AID 1899;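 active = inhibition above the mean of all tested compounds plus 3 SD, set per screening campaign, cut at about 45% in these data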
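Assay system: tagged HCV core106 pair (GST and Flag); medium: KF-containing HEPES buffer, pH 7.45, DTT, CHAPS, BSA; also added: Eu donor and XL665 acceptor anti-tag antibodies; dosing: 5 µM single dose; timing: compound-protein-antibody incubation 4 h at 22.5 °C; signal: TR-FRET 671 and 617 nm emission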
Fh CTSL1 inh – counter-screen for PFM18AAP inhibitors: inhibitors of F. hepatica cathepsin L1; recombinant F. hepatica cathepsin L1, Z-Leu-Arg-MCA fluorescence; inhibition, % at 5.96 µM; 300,000 compounds, 0.49% hits;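 active = inhibition above the mean of all tested compounds plus 3 SD, set per screening campaign, cut at about 17% in these data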;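 note: 0% = plate median of test compound wells and 100% = 1 µM Z-Phe-Ala-diazomethylketone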
procasp3 activ – activators of human procaspase-3; recombinant procaspase-3 D3A, Ac-DEVD-pNA absorbance 405 nm; activation, % at 8.5 µM; 330,000 compounds, 0.11% hits; P42574;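 active = activation above the mean of all tested compounds plus 3 SD, cut at about 21% in these data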;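 note: 0% = DMSO alone and 100% = DMSO wells spiked with extra 5 µM PC-3 D3A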
Target sequence (P42574 whole entry D9A/D28A/D175A): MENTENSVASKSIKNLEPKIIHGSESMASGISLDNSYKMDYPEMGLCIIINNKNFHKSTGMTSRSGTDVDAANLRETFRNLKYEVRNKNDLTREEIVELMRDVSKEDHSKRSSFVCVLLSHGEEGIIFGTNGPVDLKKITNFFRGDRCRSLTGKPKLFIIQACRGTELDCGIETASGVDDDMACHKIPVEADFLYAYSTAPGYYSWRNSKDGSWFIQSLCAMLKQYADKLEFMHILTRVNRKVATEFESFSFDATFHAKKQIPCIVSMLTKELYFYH
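Evaluation: percent activation relative to control range; Material: Procaspase-3 D3A mutant, all three cleavage aspartates alanine; Compound: single dose, 8.5 µM nominal compound, 0.8% DMSO; Replication: one well per compound; Signal: absorbance at 405 nm, 0 and 120 min; Schedule: 1 h preincubation plus 2 h reaction at 25 °C.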
PP1 inh – PP1-alpha (human) inhibition in PP5 counter-screen | P62136 | purified PP1alpha, OMFP fluorescence | inhibition, % at 6.7 µM | 320,000 compounds, 0.9% hits | AID 2235;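 active = inhibition above the mean inhibition of all tested compounds plus 3 SD, computed separately for each screening campaign, cut at about 15% in these data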
Target sequence (P62136 whole entry, looked up): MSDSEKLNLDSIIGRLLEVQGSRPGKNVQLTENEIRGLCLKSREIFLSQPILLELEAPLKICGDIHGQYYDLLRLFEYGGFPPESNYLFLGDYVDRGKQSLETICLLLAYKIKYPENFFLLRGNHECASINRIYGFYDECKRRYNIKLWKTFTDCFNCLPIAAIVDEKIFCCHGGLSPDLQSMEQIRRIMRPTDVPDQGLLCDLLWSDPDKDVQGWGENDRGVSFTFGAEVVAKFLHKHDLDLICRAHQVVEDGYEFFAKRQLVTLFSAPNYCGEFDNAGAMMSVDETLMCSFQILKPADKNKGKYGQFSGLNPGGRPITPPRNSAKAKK
AHR act – activators of human aryl hydrocarbon receptor; AHR-responsive luciferase reporter cells, luminescence; 320,000 compounds, 2.5% hits; P35869; activation, % at 5 µM; in the data active = activation above about 47%;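 note: 0% = vehicle wells and 100% = reference agonist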
TPT1 inh – C. albicans TPT1 enzyme inhibition; inhibition, % at 5 µM; 300,000 compounds, 0.81% hits; recombinant caTPT1, FP RNA substrate dephosphorylation;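 active = inhibition above the mean of all tested compounds plus 3 SD, set per screening campaign, cut at about 24% in these data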;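 note: plate controls were DMSO alone for no effect and ferristatin control at 100 nM for full effect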
proCasp7 act – counter-screen for procaspase-3 activators: activators of human procaspase-7; recombinant procaspase-7, Ac-DEVD-pNA absorbance 405 nm; D23A/D198A/D206A triple mutant, cannot self-cleave; scale: DMSO 0, 5 µM enzyme 100; activation, % at 8.5 µM; 330,000 compounds, 0.093% hits;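 active = percent activation above the screen-wide mean plus 3 SD, cut at about 25% in these data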
Target sequence (P55210 whole entry D23A/D198A/D206A): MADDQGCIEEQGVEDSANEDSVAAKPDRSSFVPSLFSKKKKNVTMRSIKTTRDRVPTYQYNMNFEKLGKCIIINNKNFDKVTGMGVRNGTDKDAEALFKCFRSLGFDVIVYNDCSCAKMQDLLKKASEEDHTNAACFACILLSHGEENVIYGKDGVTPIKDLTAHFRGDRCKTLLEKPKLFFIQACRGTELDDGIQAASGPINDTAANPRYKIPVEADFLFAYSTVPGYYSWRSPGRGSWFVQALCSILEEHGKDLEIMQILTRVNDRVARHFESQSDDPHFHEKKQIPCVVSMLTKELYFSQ
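Material: Procaspase-7 triple mutant (PC-7 D3A) | Quantity: 2 µM procaspase-7 mutant as dispensed | Reagent: DEVD-pNA substrate | Times: 1 h preincubation, 2 h reaction | Technique: 405 nm absorbance of p-nitroaniline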
PP5 inh – blocks human protein phosphatase 5 activity | P53041 | inhibition, % at 6.7 µM | 320,000 compounds, 0.18% hits | purified PP5c, OMFP substrate fluorescence;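 active = inhibition above the campaign's mean inhibition across all tested compounds plus 3 SD, cut at about 9.5% in these data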;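 note: 0% = DMSO only and 100% = 100 µM cantharidin control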
PAFAH2 FP inh – inhibitors of human PAFAH2 | inhibition, % at 3.39 µM | 340,000 compounds, 0.99% hits | Q99487 | AID 492956 | recombinant PAFAH2, FP-rhodamine activity probe, fluorescence polarization;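 active = inhibition above the mean over all tested compounds plus 3 SD, cut at about 30% in these data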;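 note: inhibitors block probe labeling of enzyme so polarization drops; 0% = enzyme with DMSO and 100% = wells lacking PAFAH2 protein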
An asterisk follows results filed as active; · = not tested or not shown.

#	Compound	PP1 inh	Fh CTSL1 inh	core dimer inh	TPT1 inh	PAFAH2 FP inh	procasp3 activ	PP5 inh	proCasp7 act	AHR act
1	CS(=O)(=O)c1ccc(Cl)c(NC(=O)Nc2ccccc2)c1	-4	-2	-1	2	3	-7	3.6	-15	9
2	CCc1nc2ccc(C(=O)Nc3nnc(C)s3)cc2nc1CC	-1	-2	5	1	-2	2	-0.7	0	7
3	Cc1ccc(N(CC(=O)N2CCN(c3ccccc3F)CC2)S(=O)(=O)c2c(C)noc2C)cc1	2	-3	-4	-1	-12	2	1.4	8	4
4	COc1ccccc1N1CCN(CC(=O)Nc2ccnn2C2CCCC2)CC1	-5	·	·	·	1	0	0.5	1	0
5	COCCCNC(=O)CN1C(=O)COc2ccc(S(=O)(=O)N3CC(C)CC(C)C3)cc21 (stereo not given)	-4	-1	3	-2	1	2	1.6	3	1
6	CC(=O)Nc1ccc(S(=O)(=O)NC(CC(=O)NC2CCCCC2C)C(C)C)cc1 (stereo not given)	-1	1	1	0	·	0	-0.2	-7	2
7	COc1cc(NC(=O)c2ccco2)ccc1NC(=O)C(C)C	-13	1	-1	0	1	-9	1.9	9	-3
8	COc1ccc(/C=N/NC(=O)c2ccc(Cl)c(S(N)(=O)=O)c2)cc1OCC(N)=O	-4	7	0	-1	-4	9	1.9	1	1
9	COc1cccc2c(=O)n(CC(=O)N3CCC(C)CC3)ccc12	2	4	-3	2	5	8	-3.0	-2	11
10	COc1cc(-c2nnc(COC(=O)c3cccn3C)o2)cc(OC)c1OC	-1	-20	9	3	-4	-6	-2.5	-2	1
11	CCOc1ccc(NS(=O)(=O)c2ccc(C(=O)N(C)CC(=O)Nc3ccc(OC)cc3)cc2)cc1	1	3	5	0	9	0	-0.7	-6	-2
12	CC1CCCC(NS(=O)(=O)c2cc3c(cc2Cl)NC(=O)CO3)C1C (stereo not given)	1	-3	9	0	11	2	1.6	17	0
13	O=C(O)/C=C/c1cn(-c2ccccc2)nc1-c1ccc(-c2ccc([N+](=O)[O-])cc2)o1	9	3	17	69*	-1	-10	0.9	-11	2
14	N#Cc1cc([N+](=O)[O-])ccc1NCCCn1ccnc1	0	3	2	0	24	6	1.0	-2	37
15	FC(F)(F)C12CC(c3ccccc3)=NCCN1CCN2 (stereo not given)	-4	-4	-7	0	-3	-6	0.0	1	3
16	CCN(CC)CCn1c(NC(=O)c2ccc(C)cc2)nc2ccccc21	-7	-3	2	3	2	-3	0.4	10	29
17	Cc1ccc(CN(C)C(=O)c2cccc(S(=O)(=O)N3CCCC3)c2)o1	·	·	·	·	5	4	·	2	-1
18	O=C(COC(=O)c1cc(S(=O)(=O)N2CCOCC2)ccc1Cl)NCc1ccco1	-8	-3	2	2	5	6	-0.6	-2	-3
19	CC(=O)c1c(C)[nH]c(C(=O)COC(=O)COc2ccccc2F)c1C	-5	·	·	·	1	1	-1.6	2	2
20	Cc1cc(C)n(-c2nc3ccccc3nc2N2CCN(C(=O)c3ccccc3)CC2)n1	1	-3	-1	2	3	-3	1.0	0	23
21	CC(Sc1nnc(-c2cccnc2)o1)C(=O)NC1CCCCC1 (stereo not given)	0	·	·	·	1	-5	-1.5	14	2
22	COc1ccc(/C=N\NC(=O)CCN2CCN(c3ccccc3)CC2)cc1OC	2	2	3	-5	-1	0	0.6	2	20
23	O=C(NC(=S)Nc1ccccc1N1CCOCC1)c1sc2ccccc2c1Cl	1	5	15	0	-4	2	0.2	9	-8
24	COC(=O)c1c(NC(C)=O)sc2c1CCCCC2	-2	-1	5	-1	-8	2	-0.4	-1	9
25	Cc1ccccc1OCC(=O)NC1CCCCCCC1	3	-2	9	-4	-2	-4	2.0	-4	-1
26	COc1ccc(NC(=O)CSc2nc3c(c(=O)n2-c2ccc(C)cc2)SCC3)c(OC)c1	0	3	18	1	0	-8	-1.5	3	-3
27	COc1ccc2nc(SCC(=O)N3CCN(c4ccc(F)cc4)CC3)c(C#N)cc2c1	8	-2	10	0	1	-2	1.9	-2	6
28	Cc1cccc(-n2ccnc2SCC(=O)O)c1C	-5	-2	5	-1	4	-1	0.2	3	0
29	CCN(C(=O)CCNC(=O)Cn1cnc2ccccc2c1=O)c1cccc(Cl)c1	-3	0	1	0	-1	-10	-2.2	-1	-1
30	O=C(Nc1ccccc1C(=O)N1CCOCC1)C1CCC(=O)N1C1CCCC1 (stereo not given)	-5	-2	-4	1	-4	3	2.8	-11	4

The results go on.
#	Compound	PP1 inh	Fh CTSL1 inh	core dimer inh	TPT1 inh	PAFAH2 FP inh	procasp3 activ	PP5 inh	proCasp7 act	AHR act
31	C/C(CC(=O)Nc1cccc(Cl)c1Cl)=N\NC(=O)C(=O)N1CCCC1	2	-1	-2	0	-9	3	-0.5	-1	10
32	Cc1c2cnn(CC(=O)NCCCN3CCCCC3C)c(=O)c2c(C)n1Cc1ccccc1 (stereo not given)	-1	0	4	24*	0	13	-0.3	11	-2
33	COCCN(C(=O)COC(=O)c1ccccc1Oc1ccccc1)c1c(N)n(Cc2ccccc2)c(=O)[nH]c1=O	-3	3	0	0	3	4	0.5	5	-1
34	O=C(NC1=NCCS1)c1ccc(Cl)c(S(=O)(=O)N2CCOCC2)c1	-10	-13	13	0	7	1	-4.8	7	8
35	CC(C)NC(=O)N(C)C[C@H]1Oc2ccc(NC(=O)Nc3ccccc3)cc2C(=O)N([C@@H](C)CO)C[C@@H]1C	·	·	·	·	5	2	·	3	-2
36	CC(OC(=O)CCN=C1NS(=O)(=O)c2ccccc21)C(=O)Nc1ccc(F)c(F)c1F (stereo not given)	4	-1	1	2	8	6	1.8	-4	4
37	CCOC(=O)C(C)On1c(-c2ccc(Cl)cc2)nc2ccc([N+](=O)[O-])cc21 (stereo not given)	2	0	9	1	-9	-1	1.8	6	5
38	COc1ccc(C)cc1NC(=O)CN1CCCN(S(=O)(=O)c2ccc(Br)cc2)CC1	6	2	9	-3	-4	3	3.9	2	-3
39	COc1ccc(-c2cn3cc(C(F)(F)F)cc(Cl)c3n2)cc1	1	2	8	0	0	8	3.6	1	52*
40	O=S(=O)(Cc1ccccc1)NCC1CCCN(Cc2ccc(F)c(F)c2)C1 (stereo not given)	0	1	1	3	2	-10	-0.4	1	2
41	CNC(=S)N/N=C/c1cc(Br)cc(Br)c1O	2	-2	-20	2	28	4	1.1	12	34
42	Cc1cc(C)nc(NC(=O)c2ccc(Cl)c([N+](=O)[O-])c2)n1	-2	5	0	3	0	3	2.0	1	21
43	Cc1ccc(NC(=O)COc2ccc(N(C)S(=O)(=O)c3ccc(F)cc3)cc2)cc1	-1	·	·	·	0	4	4.8	-10	3
44	CCCn1c2ccccc2c2cnn(CC(=O)NCCCN3CCCCC3CC)c(=O)c21 (stereo not given)	-1	-2	-5	0	11	1	3.6	11	0
45	COc1ccc(NC(=O)c2cccnn2)cc1	2	-1	-3	5	-5	-9	-0.7	5	-1
46	Cc1[nH]c(=O)c(C#N)cc1-c1ccncc1	0	0	13	2	1	5	-0.8	1	-3
47	CC(Cc1ccccc1)C(=O)N(C)Cc1ccccc1 (stereo not given)	7	4	-14	0	-4	-1	-5.3	-4	2
48	CC(=O)N1c2ccccc2NC2=C(C(=O)CCC2)C1c1cccnc1 (stereo not given)	-3	1	8	-1	7	-9	0.5	1	4
49	CCOc1ccc(C(=O)NC(=S)Nc2ccccc2N2CCCCC2)cc1[N+](=O)[O-]	-5	2	17	-1	-16	1	-2.5	-1	2
50	COc1ccccc1N(CN1CCCC1=O)C(=O)c1ccccc1F	-3	1	-1	0	-3	6	-0.4	0	1
51	Cc1ccc(-c2onc3ccc(C(=O)/C=C/N(C)C)cc23)cc1	8	0	-6	1	-1	-4	4.2	-7	3
52	C[C@H](NC(=O)NCc1ccc(F)cc1)C(=O)O	-2	6	-12	-4	-7	-2	-0.1	-8	2
53	COCCCNC(=O)C1Cc2cc(S(=O)(=O)N3CCCC3)ccc2N1C(C)=O (stereo not given)	-1	-1	-1	-2	-2	-1	-0.2	3	-1
54	C=CC[C@@H](Cc1ccc(F)cc1)C(=O)OC[C@@H]1CCCN1C(=O)[C@@H](CC=C)CC(=O)N(CCO)Cc1ccccc1	·	·	·	·	-3	8	·	-4	1
55	CC1(C)CC[C@]2(C(=O)O[C@@H]3OC(CO)[C@@H](O)[C@H](O)[C@H]3O)CC[C@]3(C)C(=CCC4[C@@]5(C)CC[C@H](O[C@@H]6OC(C(=O)O)[C@@H](O)[C@H](O)[C@H]6O)C(C)(C)C5CC[C@]43C)[C@@H]2C1 (stereo not given in full)	·	·	·	·	5	2	·	8	0
56	Clc1ccc(CN2CCN(c3ncccn3)CC2)cc1Cl	-1	0	0	4	7	6	1.8	-2	-7
57	O=C(CSc1nc2nc(-c3cccs3)cc(C(F)(F)F)c2c(=O)[nH]1)C(F)(F)F	-2	0	-1	2	-2	-3	-1.1	0	47
58	CC(C)N1CCN(Cc2cnc(-c3ccccc3)s2)CC1CCO (stereo not given)	-2	-5	3	-4	1	4	-0.2	0	0
59	Cc1ccc(C(=O)NNC(=O)c2ccc3ccccc3c2O)cc1	-1	-1	-19	-1	0	-8	1.4	8	0
60	O=C1C2ON(c3ccc(Br)cc3)C(c3cccnc3)C2C(=O)N1C1CCCCC1 (stereo not given)	-1	1	3	-5	-6	8	1.5	-1	39

Next section:
#	Compound	PP1 inh	Fh CTSL1 inh	core dimer inh	TPT1 inh	PAFAH2 FP inh	procasp3 activ	PP5 inh	proCasp7 act	AHR act
61	Cc1csc(NC(=O)CCCNC(=O)c2ccc(Cl)cc2)n1	-4	·	·	·	-3	-1	1.4	-3	4
62	CC(=O)Nc1ccc(Cl)cc1C(=O)O	-1	-3	-8	1	-6	-5	0.0	-7	6
63	CCN(CC)S(=O)(=O)c1ccc2[nH]cc(C(=O)NCCCN3CCCCC3C)c(=O)c2c1 (stereo not given)	1	2	-4	4	3	2	3.6	-15	2
64	CCc1nnc(NS(=O)(=O)c2ccc(N/C=C\C(=O)c3cccc4ccccc34)cc2)s1	8	1	14	0	14	1	-0.3	-4	13
65	CCOCCCNC(=O)c1c(N)n(-c2ccc3c(c2)OCO3)c2nc3ccccc3nc12	-1	4	-68	-6	-1	3	3.0	4	10
66	NC(=O)c1cc(S(=O)(=O)NCc2ccc(F)cc2)cs1	-4	-3	-16	1	-3	-4	2.4	-1	2
67	COc1ccc(-n2cnc(N)c2C(=O)c2cccc([N+](=O)[O-])c2)cc1	-4	0	-5	0	4	-2	2.4	-11	-2
68	CC(N)=Nc1ccc([N+](=O)[O-])cc1	-4	0	6	-1	-2	2	-0.8	10	2

In another format: results already given
[62] CC(=O)Nc1ccc(Cl)cc1C(=O)O
[63] CCN(CC)S(=O)(=O)c1ccc2[nH]cc(C(=O)NCCCN3CCCCC3C)c(=O)c2c1 (stereo not given)
[64] CCc1nnc(NS(=O)(=O)c2ccc(N/C=C\C(=O)c3cccc4ccccc34)cc2)s1
compound no. | 62 | 63 | 64
PP1 inh | -1 | 1 | 8
Fh CTSL1 inh | -3 | 2 | 1
core dimer inh | -8 | -4 | 14
TPT1 inh | 1 | 4 | 0
PAFAH2 FP inh | -6 | 3 | 14
procasp3 activ | -5 | 2 | 1
PP5 inh | 0.0 | 3.6 | -0.3
proCasp7 act | -7 | -15 | -4
AHR act | 6 | 2 | 13
